Compound activity (PubChem)
M1 ag = activates human CHRM1 receptor. AID 588814. CHO-K1 hM1, Fluo-8 calcium fluorescence, agonist mode; 0% DMSO, 100% acetylcholine EC100. 360,000 compounds, 0.33% hits. activation, % at 3 µM. P11229;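 active = activation above the run's mean compound activation plus 3 SD, cut at about 16% in these data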;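 note: peak over basal fluorescence ratio within a 140 s kinetic read after compound addition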
Target sequence (P11229 whole entry, looked up): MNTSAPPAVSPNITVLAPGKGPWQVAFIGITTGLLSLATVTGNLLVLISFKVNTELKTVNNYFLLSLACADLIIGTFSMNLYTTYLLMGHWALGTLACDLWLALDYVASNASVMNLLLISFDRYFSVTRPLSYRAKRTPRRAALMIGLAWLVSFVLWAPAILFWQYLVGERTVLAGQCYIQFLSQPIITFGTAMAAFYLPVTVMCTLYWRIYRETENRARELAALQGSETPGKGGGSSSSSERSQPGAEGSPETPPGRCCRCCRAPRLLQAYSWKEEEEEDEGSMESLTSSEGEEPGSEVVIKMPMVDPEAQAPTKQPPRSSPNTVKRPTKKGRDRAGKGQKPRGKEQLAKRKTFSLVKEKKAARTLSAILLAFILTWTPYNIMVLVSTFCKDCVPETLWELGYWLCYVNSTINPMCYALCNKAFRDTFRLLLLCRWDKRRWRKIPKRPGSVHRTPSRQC
CHO-K1 Ca ag = counter-screen for M1 agonists: effect in parental CHO-K1 cells | Fluo-8 calcium fluorescence; scaled to maximal ATP response, vehicle zero | activation, % at 3 µM | 360,000 compounds, 0.48% hits | AID 602248; in the data active = activation above about 15%;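 note: untransfected CHO-K1 host cells lacking M1 receptor as counterscreen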
TAAR1 agonist = agonists of human TAAR1; Q96RJ0; CHO RD-HGA16 TAAR1, Fluo-8 calcium fluorescence; vehicle wells 0%, saturating PEA agonist 100%; activation, % at 3 µM; 360,000 compounds, 0.99% hits; AID 624467;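 active = activation above the mean activation of all test compounds in the run plus 3 SD, cut at about 38% in these data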
Target sequence (Q96RJ0 whole entry, looked up): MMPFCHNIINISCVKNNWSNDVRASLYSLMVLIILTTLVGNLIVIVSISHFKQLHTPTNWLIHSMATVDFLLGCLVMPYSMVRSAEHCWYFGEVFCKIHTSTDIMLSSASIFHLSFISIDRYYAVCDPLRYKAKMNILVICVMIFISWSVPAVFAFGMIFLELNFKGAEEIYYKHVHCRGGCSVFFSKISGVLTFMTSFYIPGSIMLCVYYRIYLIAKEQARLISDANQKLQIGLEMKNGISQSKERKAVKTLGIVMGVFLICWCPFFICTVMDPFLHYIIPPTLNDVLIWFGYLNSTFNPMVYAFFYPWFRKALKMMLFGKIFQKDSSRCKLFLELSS
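System: CHO-derived RD-HGA16 cells with stable Gα16 and human TAAR1 / Times: 17-24 h plating, Fluo-8 75 min 37 °C, 30 min RT / Technique: calcium-sensitive Fluo-8 signal, excitation 470-495, emission 515-575 nm / Measure: % activation relative to PEA EC100 response / Benchmarks: DMSO and PEA EC100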
TAAR1 antag = human TAAR1 antagonism | Q96RJ0 | CHO RD-HGA16 TAAR1, Fluo-8 calcium fluorescence, antagonist | inhibition, % at 3 µM | 360,000 compounds, 1.5% hits | AID 624466;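 active = inhibition above a per-plate cutoff, the mean inhibition of test compounds on that plate plus 3 SD, cut at about 49% in these data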;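 note: 0% = DMSO plus EC80 beta-PEA response and 100% = DMSO alone without agonist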
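Test system: CHO RD-HGA16 cells bearing hTAAR1 | Reagent: β-PEA, EC80 | Compound dosing: 3 µM, single point | Schedule: Dye loading 75 min at 37 °C, then 30 min room temperature | Signal: Calcium fluorescence with Fluo-8 | Evaluation: Percent inhibition of PEA-evoked calcium signal, max/basal emission ratio | Control set: DMSO-only wells and EC80 β-PEA-stimulated wells | Repeats: Singlicate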
CHO parental Ca = counter-screen for OX1R antagonists: effect in parental CHO cells; parental CHO-K1, ATP-induced calcium, Fluo-8 fluorescence; inhibition, % at 5.6 µM; 330,000 compounds, 0.63% hits; AID 463079;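 active = inhibition above that plate's mean sample inhibition plus 3 SD, cut at about 26% in these data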;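 note: 0% = ATP-challenged DMSO wells and 100% = DMSO wells without ATP; some compounds past the cut are filed as inactive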
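Assay system: parental CHO cells; Read-out basis: percent inhibition of ATP-evoked calcium rise, normalized to controls; Benchmarks: ATP and no-ATP DMSO wells; Compound dosing: single nominal dose of 5.6 µM per compound; Signal: Fluo-8 calcium dye fluorescence; Also added: ATP as calcium-mobilizing challenge; Repeats: singlicate.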
M1 PAM parental = counter-screen for M1 PAMs: effect in parental CHO-K1 cells. 360,000 compounds, 0.02% hits. activation, % at 3 µM. AID 602247. ATP EC20, Fluo-8 calcium fluorescence; 0% at ATP EC20, 100% at ATP max;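 active = activation above the run cutoff, the mean activation of all test compounds plus 3 SD, cut at about 40% in these data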;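 note: peak over basal fluorescence ratio in a 140 s read after ATP addition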
M1 PAM = potentiates human M1 receptor response to acetylcholine; P11229; CHO-K1 hM1, Fluo-8 calcium fluorescence, ACh EC20; 0% = ACh EC20, 100% = maximal ACh; 360,000 compounds, 0.088% hits; activation, % at 3 µM; in the data active = activation above about 19%, passing the limit was not always enough
CHRM1 antagonist = blocks human M1 muscarinic receptor | inhibition, % at 3 µM | P11229 | CHO-K1 hM1, Fluo-8 calcium fluorescence, ACh EC80 antagonist | 360,000 compounds, 1.3% hits;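 active = percent inhibition above its own plate's cutoff, namely the mean of that plate's compound wells plus 3 SD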;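 note: peak over basal fluorescence ratio during 140 s after agonist addition; 0% = ACh EC80 plus DMSO and 100% = DMSO alone without agonist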
CHO-K1 Ca antag = M1 antagonist counterscreen hit in parental CHO-K1 cells; ATP-induced calcium, Fluo-8 fluorescence; inhibition, % at 3 µM; 360,000 compounds, 0.6% hits;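 active = inhibition above a per-plate cutoff, the plate's mean sample inhibition plus 3 SD, cut at about 24% in these data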;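 note: 0% = DMSO plus EC80 ATP and 100% = DMSO alone without ATP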
An asterisk follows results filed as active; / = no result given.

entry	SMILES	CHO-K1 Ca ag	TAAR1 agonist	CHO parental Ca	CHO-K1 Ca antag	M1 PAM	CHRM1 antagonist	M1 PAM parental	TAAR1 antag	M1 ag
1	CCCCNC(=O)C1(C)CCN1C(=O)c1ccc(OC)c(F)c1 (stereo unspecified)	1.0	0.1	/	-8.0	-0.7	-5.4	10.3	-11.6	-2.8
2	Cc1ccc(OCC(=O)NC2CCS(=O)(=O)C2)c([N+](=O)[O-])n1 (stereo unspecified)	1.1	1.3	-0.2	-1.6	3.2	-2.2	8.8	-4.2	-3.2
3	CC(C)(C)c1ccc(NC(=O)CSc2nnc(-c3n[nH]c4ccccc34)o2)cc1	1.6	5.8	-33.4	-17.6	4.0	-6.1	24.8	-9.0	-7.4
4	OC[C@@H]1CN(Cc2ccc(-c3ccccc3)cc2)C[C@H](n2cnc3c(NCc4ccncc4)ncnc32)O1	16.7*	18.8	/	7.8	-9.3	25.1	-3.6	34.0	6.4
5	CCN(CC)S(=O)(=O)c1cccc(NC(=O)CCNC(=O)c2ccccc2Cl)c1	3.1	-0.9	5.0	-19.9	7.2	-13.1	6.1	11.2	-1.3
6	CCN(Cc1nc2cc(Cl)ccc2c(=O)[nH]1)C(=O)c1nn(C)c(=O)c2ccccc12	0.7	1.6	-11.6	-23.5	1.8	-1.0	1.6	6.9	-2.8
7	COc1ccc(/C=N/Nc2nc(C)cc(=O)[nH]2)cc1OC	-0.6	2.4	/	11.9	19.6	-22.2	-18.9	5.8	2.4
8	CC(C)n1cnc2cc(NC(=O)c3ccco3)ccc21	-0.2	0.6	5.4	-1.1	-1.9	0.4	-2.1	7.7	-4.8
9	CCn1c(SCC(=O)c2cc(C)n(CC3CCCO3)c2C)nc2ccccc21 (stereo unspecified)	2.7	17.1	-8.3	-7.1	-4.8	-23.0	22.4	14.7	-4.3
10	O=S(=O)(c1ccccc1)N(Cc1cccc(F)c1)c1ccccc1	0.0	0.9	/	-7.2	3.6	-7.8	5.3	-11.9	-6.4
11	Cc1ccccc1C(=O)Nc1ccnn1C1CCN(Cc2cccnc2)CC1	0.8	10.6	-6.2	-5.2	7.4	-12.0	4.7	-19.5	-2.6
12	COCn1c(-c2ccc(OC)c(OC)c2)nc2ccccc21	0.2	-0.2	-8.5	6.8	0.7	-5.5	3.7	-4.6	-2.9
13	CCc1ccccc1N1CSC2=C(C#N)C(c3ccccc3F)CC(=O)N2C1 (stereo unspecified)	0.4	-0.2	-11.8	1.1	3.4	-15.6	18.4	7.1	-3.1
14	COc1ccc(C2(C(=O)Nc3ccc(S(=O)(=O)Nc4nc(C)cc(C)n4)cc3)CCCC2)cc1OC	-0.1	0.8	-9.7	-2.6	5.7	-5.3	9.4	-17.7	-1.7
15	O=C1c2ccccc2NC(c2ccc(F)cc2)N1Cc1ccco1 (stereo unspecified)	2.4	-0.1	-10.1	-0.1	3.1	2.6	3.6	-0.1	-4.5
16	O=C(NNC(=O)c1c(O)c2ccccc2[nH]c1=O)c1ccccc1	0.1	2.0	-3.3	2.4	13.7	-11.8	7.6	-18.0	-1.7
17	COc1ccc(C)cc1-n1nnnc1SCc1csc(C)n1	0.1	8.3	-16.8	10.2	5.0	-0.7	-3.2	9.8	-5.0
18	Cn1nc(C(C)(C)C)cc1C(=O)N1CCCCC1c1cc(C(=O)NCc2ccc(F)cc2)no1 (stereo unspecified)	3.4	5.0	/	3.4	2.0	-10.0	-3.7	17.1	-0.4
19	COc1ccc(C(=O)NCCc2nnc3ccc(SCC(=O)Nc4cc(C)on4)nn23)cc1	-0.3	0.4	-10.0	0.3	4.6	-9.0	7.5	-20.0	-4.8
20	Cc1ccc(NC(=O)C2CCN(S(C)(=O)=O)CC2)cc1Cl	0.4	4.0	1.5	-12.5	9.3	-10.2	-5.0	-4.2	0.1
21	O=C(CN1C(=O)C(=O)N(Cc2ccco2)C1=O)Nc1ccc(F)c(F)c1F	0.6	12.7	-6.2	-16.0	1.5	2.4	14.9	3.9	-1.1
22	COc1ccc(-n2c(CN3CCN(c4ccccc4OC)CC3)nc3ccc([N+](=O)[O-])cc3c2=O)c(OC)c1	1.2	3.9	/	-16.0	3.6	-2.8	14.7	11.1	-6.3
23	O=C(NCc1ccccc1Cl)c1csc2c1CCCCC2	-0.2	16.6	-24.6	14.6	-1.6	1.8	-13.9	47.1	-3.6
24	c1ccc(CSc2ncnc3c2oc2ccccc23)cc1	-0.1	15.8	-35.3	-4.8	0.9	-14.5	21.5	-0.1	-3.4
25	CC(Sc1nnc(C2CC2)n1C1CC1)C(=O)N(C)C1(C#N)CCCCC1 (stereo unspecified)	0.1	11.5	-14.0	2.3	5.2	-2.4	2.1	-3.4	0.0
26	CC(O)CNc1ccc(-c2n[nH]c(=O)c3ccccc23)cc1[N+](=O)[O-] (stereo unspecified)	-0.2	-1.1	-9.0	-6.5	16.0	-1.2	-15.2	7.2	2.8
27	C=CCn1c(SCC(=O)N(CCOC)c2c(N)n(CC(C)C)c(=O)[nH]c2=O)nc2ccccc21	0.6	2.0	-18.1	-7.3	7.1	2.2	19.2	-19.3	-0.7
28	COc1cccc(-n2c(SCc3cc(=O)oc4cc(O)c(O)cc34)nc3ccccc3c2=O)c1	2.7	3.1	6.9	-0.6	4.5	-1.7	21.6	-13.0	-1.0
29	CC(NC(=O)CCc1ccccc1)c1ccc2c(c1)OCO2 (stereo unspecified)	0.2	3.2	-9.6	-1.0	15.7	-17.4	10.7	-10.5	-5.1
30	O=C(Nc1ccccc1)N(CCc1nc2ccccc2[nH]1)C1CCCC1	1.1	10.1	-17.7	9.3	-1.0	0.8	-10.2	11.8	-1.1
31	COc1ccc(N/C=C/C(=C(C#N)C#N)N(C)C)cc1	0.2	5.8	5.4	-7.3	12.9	-8.1	18.4	2.9	-13.7
32	COc1ccc2c(-c3ccccc3)cc(N3CCOCC3)nc2c1	-0.3	9.0	-41.6	10.2	0.8	-3.2	-2.5	-12.2	-5.2
33	CCOc1ccc(NC(=O)c2ccc(Cn3nc(C)cc3C)o2)cc1	2.3	1.5	-7.3	-7.1	-0.5	-1.5	7.4	26.1	-4.4
34	CC(=O)c1c(C)nn(-c2ccccc2)c1C	0.7	6.3	0.2	-7.6	7.5	-7.0	21.5	-10.4	-4.0
35	O=C(CSC(=S)N1CCOCC1)c1cc(Br)cc(Br)c1O	-0.7	9.4	11.8	-4.0	8.1	4.1	-1.5	-10.9	1.2
36	Cc1ccc(N)c(C(O)(C(F)(F)F)C(F)(F)F)c1	0.1	-1.1	-2.5	11.3	16.2	-12.8	2.4	-19.2	2.7
37	COc1ccc2oc(=O)c(C(=O)NCCc3ccc(OC)c(OC)c3)cc2c1	0.8	4.8	-29.8	-6.4	5.2	-7.9	13.8	-4.5	-4.0
38	O=C1C=C(c2ccc(-c3ccccc3)cc2)C[C@@H](c2ccc3c(c2)OCO3)C1	1.0	5.1	1.1	-15.4	2.3	4.8	19.0	-0.8	-2.2
39	O=[N+]([O-])c1ccc(-c2ccc(/C=N/c3c(-c4ccco4)nc4ccccn34)o2)cc1	1.5	5.9	-2.7	-19.8	-0.4	-1.3	4.4	-5.9	-4.7
40	O=C(Cc1ccc(Cl)cc1Cl)NCc1cccnc1	1.3	-0.7	-4.6	-12.0	6.0	-5.6	6.4	-2.6	-7.4
41	COc1ccc(CCNC(=O)C2CC(=O)N(c3ccc(C)cc3)C2)cc1OC (stereo unspecified)	-0.4	-2.3	1.9	-1.7	8.4	-2.5	6.8	-18.1	-0.8
42	Cc1ccc(C2CC(=O)C(C=NCCN3CCN(C(=S)Nc4ccccc4)CC3)=C(O)C2)cc1 (stereo unspecified)	3.8	9.6	-26.3	6.8	-26.9	15.1	-10.8	-2.6	-11.8
43	Cc1cc(NC(=O)Nc2ccc(Cl)cc2)n(C(C)(C)C)n1	5.4	6.2	0.6	-8.7	12.3	-13.7	2.5	-0.3	1.5
44	CCOC(=O)C1=NS(=O)(=O)NC(C)=C1	0.6	4.7	-0.1	-10.8	7.0	-7.9	16.6	-12.8	-3.1
45	O=C(O)/C(=C\c1ccccc1)c1ccccc1	-0.3	4.2	3.9	-24.0	5.0	-15.9	1.3	-0.5	-0.9
46	COc1cc(OC)c(OC)cc1/C=C1\CCC/C(=C\c2cc(OC)c(OC)cc2OC)C1=O	-0.1	10.4	/	-6.0	12.9	-9.8	-0.6	38.4	0.9
47	COc1ccccc1NC(=O)CSc1ncn(-c2ccccc2)n1	1.1	6.7	-14.4	-6.5	-5.0	3.3	8.8	16.8	-3.4
48	CCN(CC)S(=O)(=O)c1ccc(C(=O)Nc2ncn(Cc3ccccc3)n2)cc1	1.0	13.3	-5.5	-16.2	8.2	-7.2	0.8	9.5	-5.0
49	Cc1ccc2sc(C)cc(=O)c2c1	-0.2	0.3	/	-17.3	9.6	-12.3	5.7	4.3	-3.9
50	Fc1ccc(-c2cc(C(F)(F)F)nc(N3CCCCC3)n2)cc1	1.1	7.2	1.1	-11.6	16.9	-14.1	27.6	-26.8	0.0
51	COc1cc(OC)cc(C(=O)NNC(=O)C2CCCC2)c1	0.3	2.3	-8.6	-18.6	-0.7	-2.8	-2.5	-19.6	-2.0
52	O=C(Nc1nnc(S(=O)(=O)N2CCOCC2)s1)c1ccccc1Cl	5.7	-0.1	1.2	-1.6	-4.1	6.7	7.8	-1.2	-0.1
53	CCn1ccnc1C(O)c1cccc(OC)c1 (stereo unspecified)	-0.1	0.5	-3.7	12.9	0.8	0.3	-8.0	13.8	-3.3
54	Cc1nc2sccc2c(=O)n1-c1cccc(Cl)c1	-0.1	-0.8	-9.1	-4.3	8.8	-11.9	-1.5	-23.5	-5.5
55	N#Cc1c(C#N)c(-c2ccccc2)n(-c2ccc(C(=O)O)cc2)c1N	1.7	1.5	4.4	-14.4	12.0	-13.1	31.1	-11.6	-2.0

Part of the list above in order of molar mass, lowest first:
entry	SMILES	CHO-K1 Ca ag	TAAR1 agonist	CHO parental Ca	CHO-K1 Ca antag	M1 PAM	CHRM1 antagonist	M1 PAM parental	TAAR1 antag	M1 ag
20	Cc1ccc(NC(=O)C2CCN(S(C)(=O)=O)CC2)cc1Cl	0.4	4.0	1.5	-12.5	9.3	-10.2	-5.0	-4.2	0.1
17	COc1ccc(C)cc1-n1nnnc1SCc1csc(C)n1	0.1	8.3	-16.8	10.2	5.0	-0.7	-3.2	9.8	-5.0
3	CC(C)(C)c1ccc(NC(=O)CSc2nnc(-c3n[nH]c4ccccc34)o2)cc1	1.6	5.8	-33.4	-17.6	4.0	-6.1	24.8	-9.0	-7.4
19	COc1ccc(C(=O)NCCc2nnc3ccc(SCC(=O)Nc4cc(C)on4)nn23)cc1	-0.3	0.4	-10.0	0.3	4.6	-9.0	7.5	-20.0	-4.8
